# Compound activity from PubChem BioAssay.
# SV40 large T antigen = SV40 large T antigen inhibitors, biochemical (AID 1903). SV40 large T antigen ATPase/helicase inhibition assay; higher % means a stronger effect. inhibition, % at 20 µM, or IC50 in µM where a hit was titrated. 310,000 tested, 0.39% active; in the data active = a potency from the dose series; inconclusive = inhibition mostly from about 32% at the one dose, without a potency; inactive = the rest, 99 in 100 with inhibition below about 32%; note: strong numbers were not always called active
# NTR1 agonist = agonists of NTR1, primary screen, imaging, U2OS cells, beta-arrestin-GFP, high content (AID 493036) | Neurotensin receptor type 1 (Homo sapiens), P30989 | NTR1-U2OS beta-arrestin-GFP spot imaging, agonist mode | activation, % at 20 µM | 330,000 tested, 0.17% active;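 active = activation at or above 40% of the spot to cytoplasm intensity ratio, with at least 20 cells analyzed; inconclusive = wells under 20 cells, flagged as cytotoxic or low count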;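 note: 0% = DMSO without peptide and 100% = 100 nM NTR1 peptide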
# Target sequence (P30989 whole entry, looked up): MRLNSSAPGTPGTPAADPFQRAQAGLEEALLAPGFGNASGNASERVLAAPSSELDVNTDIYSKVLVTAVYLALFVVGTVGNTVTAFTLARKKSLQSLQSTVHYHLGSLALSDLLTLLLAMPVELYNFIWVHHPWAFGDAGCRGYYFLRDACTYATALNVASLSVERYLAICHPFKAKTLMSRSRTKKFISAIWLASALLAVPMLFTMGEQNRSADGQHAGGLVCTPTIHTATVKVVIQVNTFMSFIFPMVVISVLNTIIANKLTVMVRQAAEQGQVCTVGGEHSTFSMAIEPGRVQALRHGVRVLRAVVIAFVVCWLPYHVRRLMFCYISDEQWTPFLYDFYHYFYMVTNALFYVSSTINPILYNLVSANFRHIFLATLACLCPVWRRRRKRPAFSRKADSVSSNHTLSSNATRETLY
# Yfh1-off respiration = enhancers of respiration in Yfh1-depleted yeast, dose response, Friedreich's ataxia, plus single-dose screen (AID 1465); S. cerevisiae Yfh1-off respiration, WST-1 reduction, 72 h; higher fold induction means a stronger effect; fold induction at 50 µM, or EC50 in µM where a hit was titrated; 220,000 tested, 0.074% active;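 active = fold induction of absorbance versus untreated yeast above a set limit, then at least 30% activation at any dose in follow-up; inconclusive = repeats straddling the limit, or above it without dose testing; inactive = fold induction below the set limit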;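 note: activators that raise dye reduction in frataxin-depleted yeast; strong numbers were not always called active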
# NTR1 agonist cell count 20 µM = also measured in NTR1 agonist; calls as there; cell count; measured here: cell count, cytotoxicity flag
# Active calls of the source: *; i = inactive; u = inconclusive; x = no result given.
compound,Yfh1-off respiration,SV40 large T antigen,NTR1 agonist cell count 20 µM,NTR1 agonist
COC(=O)C[C@](O)(CCCC(C)(C)O)C(=O)O[C@@H]1C(OC)=C[C@]23CCCN2CCc2cc4c(cc2[C@H]13)OCO4,i,21%,x,x
CC1(OC(=O)c2ccc(Cl)nc2)C(=O)C=C2C=C(c3ccc(C#N)cc3)OC=C2C1=O (stereo not drawn),i,21%,x,x
CC(C)[C@]1(c2ccccc2)ON(c2ccccc2C(F)(F)F)C1=O,x,x,74,0.1
O=S(=O)(c1ccccc1)N1CN(c2ccc(F)cc2F)c2nc3ccccc3nc21,x,x,56,1.7
COc1ccc2nc3n(c(=O)c2c1)-c1ccc(Cl)cc1C(=O)NC3Cc1ccccc1 (stereo not drawn),x,x,56,-2.4
O=C(Nc1ccc(Cl)cc1F)c1ccc2c(c1)C(=O)N(Cc1ccncc1)C2=O,x,x,52,0.1
COc1ccc2nc3n(c(=O)c2c1)-c1ccccc1C(=O)NC3Cc1ccccc1 (stereo not drawn),x,x,57,1.9
CCOc1ccccc1C(=O)Nc1ccc2nc(N3CCN(c4ncccn4)CC3)cc(C)c2c1,x,x,70,13
COC(=O)c1ccc(NC(=O)c2ccc3c(c2)NC(=O)C2CCCN32)cc1 (stereo not drawn),x,x,49,-0.3
O=C(NNS(=O)(=O)c1c(F)cc(F)c(Cl)c1F)C12CC3CC(CC(C3)C1)C2,x,x,50,0.7
Cc1ccc2c(=O)n3c(nc2c1)C(CC(C)C)NC(=O)c1ccc(Cl)cc1-3 (stereo not drawn),x,x,60,-0.9
O=C(NCC#CCSc1nnc(-c2cccc3ccccc23)o1)c1cccs1,x,x,57,0.0
CC(=O)OC[C@]12CC[C@H]3[C@@](C)(CC[C@H]4C(C)(C)CCC[C@]34C)[C@@H]1C[C@@H](C1=CC(=O)O[C@@H]1OC(C)=O)O2,x,x,56,18
COc1cc2c(cc1OC)C(Cc1ccc(O)c(Oc3ccc(C[C@H]4c5cc(OC)c(OC)cc5CCN4C)cc3)c1)N(C)CC2 (stereo partly drawn),x,x,48,-0.3
Cc1ccc2c(c1)-n1c(nc3cc(F)ccc3c1=O)C(Cc1ccc(O)cc1)NC2=O (stereo not drawn),x,x,43,0.1
Cc1ccc2c(=O)n3c(nc2c1)C(Cc1ccc(O)cc1)NC(=O)c1ccc(Cl)cc1-3 (stereo not drawn),x,x,72,1.3
COc1ccc(-c2nnc(SCC(=O)N3CCCC3)o2)cc1OC,i,x,36,-0.2
CCC(c1nnnn1C(C)(C)C)N(Cc1cccs1)Cc1cc2cc(C)c(C)cc2n2nnnc12 (stereo not drawn),i,x,38,-0.2
CC(C)Sc1nnc2n(CCc3ccccc3)c(=O)c3c4c(sc3n12)COC(C)(C)C4,i,x,51,6.7
CC(C)CCNC(=O)Cn1c(NCCC(C)C)nc2c1c(=O)n(C)c(=O)n2C,i,x,57,-0.6
COc1ccc(N=CC2=C(Nc3ccc(OC)cc3)c3c(C)nn(-c4ccccn4)c3CC2)cc1,i,x,46,4.4
Brc1ccc(-c2nnc(-c3cccnc3)c3conc23)cc1,i,x,88,0.7
[N-]=[N+]=CC(=O)C(O)(c1ccccc1)C(Cl)c1ccccc1 (stereo not drawn),x,1%,61,2.2
C#CCOCCOCCOCCNc1nc(N2CCN(C(=O)CCCCCCCCCCNC(=O)[C@H](CCCCN)n3cc(C)nn3)CC2)nc(N2CCN(C(=O)CCCCCCCCCCNC(=O)[C@H](CCCN=C(N)N)n3cc(C[C@@H](C)CC)nn3)CC2)n1,x,38%,75,16

# Single records (already shown):
# `[N-]=[N+]=CC(=O)C(O)(c1ccccc1)C(Cl)c1ccccc1` (stereo not drawn) is listed with Yfh1-off respiration = x; SV40 large T antigen = 1%; NTR1 agonist cell count 20 µM = 61; NTR1 agonist = 2.2
# `CC(C)Sc1nnc2n(CCc3ccccc3)c(=O)c3c4c(sc3n12)COC(C)(C)C4` is listed with Yfh1-off respiration = i; SV40 large T antigen = x; NTR1 agonist cell count 20 µM = 51; NTR1 agonist = 6.7
# `COC(=O)C[C@](O)(CCCC(C)(C)O)C(=O)O[C@@H]1C(OC)=C[C@]23CCCN2CCc2cc4c(cc2[C@H]13)OCO4` is listed with Yfh1-off respiration = i; SV40 large T antigen = 21%; NTR1 agonist cell count 20 µM = x; NTR1 agonist = x

# Next part:
compound,Yfh1-off respiration,SV40 large T antigen,NTR1 agonist cell count 20 µM,NTR1 agonist
COCCCNC(=O)c1ccc(-c2nc3ccccc3nc2-c2ccccc2)cc1,x,16%,38,-0.1
CCC(C)(C)c1nnc(NC(=O)CCC2CCCCC2)s1,x,7%,41,8.7
CCOc1cc(/C=N/NC(=O)N/N=C/c2ccc(O)c(OCC)c2)ccc1O,x,4.3µM*,60,-0.2
CCn1c2ccccc2c2cc(C#N)c(N)nc21,x,14%,49,0.2
CC(C)C1Cc2ccccc2-c2[nH]c(=S)[nH]c(=O)c21 (stereo not drawn),x,12%,43,0.5
COc1ccc(C(=O)NCCCc2ccccc2)cc1,x,9%,56,-0.7
CCOc1cc(C(=O)NCC(C)(C)CNC(=O)c2cc(OCC)c(OCC)c(OCC)c2)cc(OCC)c1OCC,x,11%,61,1.3
Cc1cc(C)c2nc(N(CCCN(C)C)C(=O)c3ccc4c(c3)CCCC4)sc2c1,x,8%,51,14
OCc1cccc[n+]1CCc1ccccc1,x,15%,53,0.6
CCOC(=O)c1ccc(C(=O)NNC(=O)C2CC=CCC2)cc1 (stereo not drawn),x,16%,54,-0.5
O=C(Nc1csc(Cl)c1)c1ccccc1,x,-4%,55,0.2
CC(=O)Nc1ccc(Nc2nc(-c3c(C)nc4ccccn34)cs2)cc1,x,14%,45,4.6
CCCCNc1nc(Cl)nc(Nc2ccc(C)cc2)n1,x,5%,66,-0.4
c1ccc(CSc2nccc(-c3ccco3)n2)cc1,x,24%,83,1.6
COc1nccc(NCc2ccccc2)c1C#N,x,19%,50,-0.8
COc1ccc(CCNC(=O)c2ccccc2C(=O)NCCc2ccc(OC)c(OC)c2)cc1OC,x,11%,47,0.5
O=C(c1cccc(Br)c1)N1CCN(c2ccccn2)CC1,x,25%,45,0.0
COc1ccc(/C=C/C(=O)c2ccc([N+](=O)[O-])o2)cc1OC,x,17%,40,-1.7
CC(CCc1ccccc1)NC(=O)C1CC1 (stereo not drawn),x,0%,57,0.2
N#CC(C#N)=Cc1c[nH]c(=O)c(C#N)c1Nc1ccccc1,x,18%,39,-0.3
O=c1[nH]c(-c2ccccc2)cnc1-c1ccccc1,x,9%,46,2.7
O=C(Nc1ccccc1)Nc1ccc(O)c2ccccc12,x,30%,49,0.1
Cn1nccc1C(=O)Nc1cc(Cl)ccc1Cl,x,15%,50,-1.4
CC[N+](C)(CC)CCC[n+]1c(-c2ccccc2)c2cc(N)ccc2c2ccc(N)cc21,x,u,46,-0.6
O=S(=O)(NC1CCCCCCC1)c1ccc(F)cc1,x,10%,50,4.0
CC(=O)Nc1c(Cl)cnn(-c2ccccc2)c1=O,x,11%,59,0.7
COC(=O)c1c(-c2ccccc2)noc1-c1ccccc1,x,8%,52,-0.9
Cc1ccc(S(=O)(=O)NNC(=O)c2cc([N+](=O)[O-])c(C)c([N+](=O)[O-])c2)cc1,x,12%,59,1.2
CC(C)(C)S(=O)(=O)c1ccccc1-c1noc(-c2ccccc2)c1C(N)=O,x,25%,51,-1.0
CCOC(=O)c1c(C)oc2cc(Sc3ccccc3)c(O)c(O)c12,x,12%,34,1.3
CN(C)CC/C=C1/c2ccc(F)cc2Sc2ccc(Cl)cc21,x,18%,58,12
COc1cc(OC)cc(C(=O)NCCCCNC(=O)c2cc(OC)cc(OC)c2)c1,x,6%,43,-1.3
O=C(/C=C/Nc1ccc(F)cc1F)c1ccc(Br)cc1,x,4%,54,-0.9
Cc1ccccc1C(=O)NCC(=O)c1ccccc1,x,11%,49,-0.3
Cc1cc(C(=O)Nc2ccon2)ccc1[N+](=O)[O-],x,10%,52,0.0
O=[N+]([O-])c1ccc(-c2cn3ccccc3n2)cc1,x,11%,48,0.0

# Reprinted at random: 5 compounds from above
compound,Yfh1-off respiration,SV40 large T antigen,NTR1 agonist cell count 20 µM,NTR1 agonist
Cc1ccccc1C(=O)NCC(=O)c1ccccc1,x,11%,49,-0.3
CCC(c1nnnn1C(C)(C)C)N(Cc1cccs1)Cc1cc2cc(C)c(C)cc2n2nnnc12 (stereo not drawn),i,x,38,-0.2
CC(CCc1ccccc1)NC(=O)C1CC1 (stereo not drawn),x,0%,57,0.2
COc1ccc2nc3n(c(=O)c2c1)-c1ccccc1C(=O)NC3Cc1ccccc1 (stereo not drawn),x,x,57,1.9
CCOC(=O)c1ccc(C(=O)NNC(=O)C2CC=CCC2)cc1 (stereo not drawn),x,16%,54,-0.5

# (more compounds)
compound,Yfh1-off respiration,SV40 large T antigen,NTR1 agonist cell count 20 µM,NTR1 agonist
COc1ccc(OC)c(/C=N/n2c(C)nc3ccccc3c2=O)c1,x,7%,60,2.1
Cc1cccc(NC(=O)CCCCC(=O)Nc2cccc(C)c2)c1,x,14%,52,0.8
CC(C)(C)c1cc(O)c(C(C)(C)C)cc1O,x,7%,49,9.9
CCN(CC)CCOC(=O)c1ccc(NC(=S)NC(=O)/C=C/c2ccco2)cc1,x,9%,46,-0.6
CC(NC(=O)CCC(=O)Nc1ccccc1O)c1ccccc1 (stereo not drawn),x,22%,36,0.4
Cc1c(NC(=O)Nc2cc(F)c(F)cc2Cl)c(=O)n(-c2ccccc2)n1C,x,11%,55,0.3
COc1ccc(CCNC(=O)CCc2ccccc2)cc1OC,x,8%,56,-0.4
CC(C)(C)c1ccc(/C=C(\C#N)C(=O)NC2CC2)cc1,x,17%,49,3.9
O=C(CC(=O)c1ccccc1[N+](=O)[O-])c1ccccc1,x,10%,53,1.0
O=C(C=C1NCCN1)c1ccccc1,x,15%,47,0.8
O=C(CNC(=O)c1ccccc1)Oc1cccc(Cl)c1,x,19%,46,-0.3
Cn1ccnc1C(=O)Cc1ccc([N+](=O)[O-])cc1,x,14%,55,0.4
CCCC(=O)NC(=S)Nc1ccc(S(=O)(=O)N2CCc3ccccc32)cc1,x,10%,48,3.9
COc1cc(NS(=O)(=O)c2ccc(NC(=S)NC(C)=O)cc2)nc(OC)n1,x,1%,59,-0.4
Cc1ccc(NS(=O)(=O)c2ccc(NC(=O)c3ccccc3C(=O)O)cc2)cc1C,x,16%,54,0.6
CCCNC(=O)c1onc(CSc2ccc(F)c(F)c2)c1C(=O)NCCC,i,7%,62,2.8
CC1(C)C=Cc2c(ccc(-c3coc4cc(O)ccc4c3=O)c2O)O1,i,-1%,75,3.8
O=C1C=CC[C@H](/C=C/C[C@@H](O)C[C@H](O)CCc2ccccc2)O1,i,17%,88,0.2
Oc1cccc(O)c1O,i,-17%,95,2.3
COCCNc1nc(-c2cc(C(=O)Nc3ccccc3)on2)cc(C(C)C)n1,i,9%,94,0.9

# These rows are one share of the data; the hit share may differ from the screen's.
